Screens: PubChem, Emory University Molecular Libraries Screening Center
14-3-3g Raf: modulators of 14-3-3 gamma protein binding, primary screen, biochemical, fluorescence polarization; hit rate 0.19% among 160,000; inhibition, % at 40 µM; FP, 14-3-3gamma / TMR-pS259-Raf peptide binding; 14-3-3 protein gamma (Homo sapiens), P61981; AID 422, 2006; in the data active means inhibition above about 30%;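 further: 0% = protein plus tracer without compound and 100% = blank with tracer alone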
Target sequence (P61981 whole entry, looked up): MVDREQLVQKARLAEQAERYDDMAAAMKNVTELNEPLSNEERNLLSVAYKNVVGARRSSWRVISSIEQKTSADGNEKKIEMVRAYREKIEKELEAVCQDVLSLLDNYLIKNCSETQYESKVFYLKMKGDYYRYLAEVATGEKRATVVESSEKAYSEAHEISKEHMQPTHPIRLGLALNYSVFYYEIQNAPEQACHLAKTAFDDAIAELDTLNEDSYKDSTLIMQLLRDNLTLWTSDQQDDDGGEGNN
An asterisk follows results filed as active; & = joins results of further samples.

canonical_smiles	14-3-3g Raf
COC(=O)c1c(C)oc2ccc(OC(C)C(=O)OC)cc12 (stereo unspecified)	-6
Cc1c(C=Cc2nc3ccc(I)cc3c(=O)n2-c2ccccc2)c2ccccc2n1C	-64
Cc1cc(NS(=O)(=O)c2ccc(NC(=O)COc3ccccc3C(C)C)cc2)no1	-3
Cc1ccc(O)c(-c2cc(C(F)(F)C(F)F)on2)c1	-7
O=C(Cn1nnc(-c2ccccc2-n2cnnn2)n1)N1CCCCC1	-11
COc1ccccc1N1CCN(C(=O)c2cc3c(=O)oc4ccccc4c3s2)CC1	1
O=C(CN1CCc2ccccc2C1)N1CCN(S(=O)(=O)c2ccccc2)CC1	2
CCc1ccccc1NC(=O)c1cc(S(=O)(=O)NCc2ccccc2)ccc1F	1
COCCCNC(=O)C1CC(=O)N(CCc2ccc(OC)c(OC)c2)C1 (stereo unspecified)	5
O=C1CC(/C=C/c2ccco2)=Nc2ccccc2N1	-22
CCOCCOC(=O)C1=C(C)NC2=C(C(=O)C(C(=O)OC)C(C)C2)C1c1ccc(C)o1 (stereo unspecified)	-3
CC(=O)N(c1ccc2oc3c(c2c1)CCCC3)S(=O)(=O)c1cc(C)c(C)cc1C	-9
CCC(=O)NCC(c1cccs1)N1CCOCC1 (stereo unspecified)	2
COc1ccc(OC)c(S(=O)(=O)N2CCC(C(=O)NCCc3ccc(OC)c(OC)c3)CC2)c1	-1
O=C1CCCN2N=C(SCC(=O)Nc3cccc(Cl)c3)SC2=N1	-23
Cc1cc(C)c2nc(NC(=O)c3ccc(C)c([N+](=O)[O-])c3)sc2c1	3
CCOc1ccc(C2C(C(=O)c3ccc(C)o3)=C(O)C(=O)N2CCN2CCOCC2)cc1OC (stereo unspecified)	-7
O=C(NCCc1nc2ccccc2[nH]1)c1ccco1	-3
CCOC(=O)C1=C(C)NC2=C(C(=O)C(C(=O)OC)C(C)C2)C1c1ccc2c(c1)OCO2 (stereo unspecified)	-2
O=C(Nc1ccc(Cl)c(C(F)(F)F)c1)c1ccco1	-8
CCOC(=O)c1c(N2C(=O)C3CC=C(Cl)CC3C2=O)sc2c1CCCC2 (stereo unspecified)	-6
O=C(COc1ccc(Br)cc1)Nc1c[nH]c(=O)[nH]c1=O	-1
COc1ccc(C=NC2=NN(c3ccccc3)CC2)cc1	-4
CC(C)c1ccc(OCC(=O)Nc2nccs2)cc1	2

4 entries from above, with values ahead of the structure:
14-3-3g Raf | canonical_smiles
-2 | CCOC(=O)C1=C(C)NC2=C(C(=O)C(C(=O)OC)C(C)C2)C1c1ccc2c(c1)OCO2 (stereo unspecified)
-8 | O=C(Nc1ccc(Cl)c(C(F)(F)F)c1)c1ccco1
-6 | CCOC(=O)c1c(N2C(=O)C3CC=C(Cl)CC3C2=O)sc2c1CCCC2 (stereo unspecified)
-1 | O=C(COc1ccc(Br)cc1)Nc1c[nH]c(=O)[nH]c1=O

The results go on.
canonical_smiles	14-3-3g Raf
Cn1c2ccccc2c2c(C(=O)N3CCCC3)cn(C3CCCC3)c(=O)c21	0
COCc1nnc(N)s1	-12
COc1ccc(-n2nc3cc(C)c(NC(=O)c4cccc(OCc5ccccc5)c4)cc3n2)cc1	-4
O=C(c1ccc(C(=O)N2N=C(C3CC3)CC2(O)C(F)(F)F)cc1)N1N=C(C2CC2)CC1(O)C(F)(F)F (stereo unspecified)	1
COc1ccc2[nH]c(=O)c(CN(Cc3nnnn3Cc3ccc(F)cc3)CC3CCCO3)cc2c1 (stereo unspecified)	3
CCCCOC(=O)C1=C(C)NC2=C(C(=O)CC(C)(C)C2)C1c1ccccc1Cl (stereo unspecified)	-3
O=C(O)C1C2C=CC(C2)C1C(=O)NCCc1cccc(Cl)c1 (stereo unspecified)	-3
CC(C)(C)OC(=O)N1CCC(c2c(C(=O)O)cnn2-c2ccc(Cl)cc2)CC1	0
CCCSc1nnc(-c2ccccc2N)c(=O)[nH]1	-7&-1
Cc1ccc(C)c(N(CC(=O)NCc2ccco2)C(=O)CCC(=O)Nc2ccccn2)c1	-5
CC1=NN(C(=O)c2ccco2)C(O)(C(F)(F)F)C1 (stereo unspecified)	1
CCOc1ccc(-c2nnc(-c3ccncc3)o2)cc1	-7
CCCC(=O)NCCCc1nc2ccccc2n1CC(C)C	-1
CC1(C)CC(=O)C2=C(C1)NC1=C(C(=O)CC(C)(C)C1)C2c1ccccc1F	-5
Cc1cc(C)c(S(=O)(=O)N=C2C=CC(=O)c3ccccc32)cc1C	-55
Cc1ccc(NC(=O)C2CC(=O)NC(Nc3cccc(C)c3)=N2)cc1 (stereo unspecified)	-8
COc1ccc(OC)c(-c2nnc(SCC(=O)N3CC(C)CC(C)C3)o2)c1 (stereo unspecified)	-6
CCOc1ccc(C(=O)C2CCN(C(=O)c3ccccc3C(=O)O)CC2)cc1	-4
Cc1cc(N2C(=O)c3ccc(C(=O)N4CCc5ccccc5C4)cc3C2=O)no1	-9
CCNCCNC(=O)c1c(O)c2ccccc2n(C)c1=O	-3
O=C1CC2CS(=O)(=O)CC2N1c1ccc(Oc2ccccc2)cc1 (stereo unspecified)	-3
CC1=C(C(=O)OCCOc2ccccc2)C(c2ccccc2Cl)NC(=O)N1C (stereo unspecified)	-2
Cc1ccc(-n2cnc3cc(N=Cc4ccc(Br)cc4)ccc32)cc1	-10
CCC(=O)N1CCc2cc(S(=O)(=O)N3CCOCC3)ccc21	-10
COCCOC(=O)C1=C(C)N=C2SCCC(=O)N2C1c1cccc(F)c1 (stereo unspecified)	-8
CCOC(=O)C1=C(C)N=C2SC(C)C(=O)N2C1c1ccc(OCC)c(OCC)c1 (stereo unspecified)	7&0
Cc1ccc(-n2c(SCC(N)=O)nnc2-c2cccnc2)c(C)c1	6
COc1cccc(-n2c(Cc3cc(=O)[nH]c(=O)[nH]3)nnc2SCC(=O)N2CCCCC2)c1	1
Cn1c(C(=O)NCc2ccc(F)cc2)cc2c(=O)[nH]c3ccccc3c21	-10
O=S(=O)(c1ccccc1)c1nc(-c2ccco2)oc1NCc1cccnc1	-8
CCOC(=O)c1cn(CC)c2cc(O)c(F)cc2c1=O	2
COc1cc(-c2ccc(NC(=O)CN3CCCCC3)c(OC)c2)ccc1NC(=O)CN1CCCCC1	-9
Cc1nc2nc(SCC(=O)NC3CCC(C)CC3)nn2c(C)c1Cc1ccccc1 (stereo unspecified)	-4
CCOC(=O)c1c(NC(=O)c2cnn3c2NC(c2ccc(Br)cc2)CC3C(F)(F)F)sc2c1CCCC2 (stereo unspecified)	-16
COc1ccc(NC(=O)c2cccs2)cc1OC	0
COc1ccc(NC(=O)c2oc3ccc(S(=O)(=O)N4CC(C)CC(C)C4)cc3c2C)c(OC)c1 (stereo unspecified)	-1
CC(C)C(=O)Nc1ccccc1N1CCN(C(=O)c2ccccc2)CC1	10
CC(NC(=O)c1ccc(S(=O)(=O)N2CCOCC2)cc1)C12CC3CC(CC(C3)C1)C2 (stereo unspecified)	-2
COC(=O)C1(CO)NC(c2cccs2)C2C(=O)N(c3ccccc3)C(=O)C21 (stereo unspecified)	-65
Cc1cccc(NC(=O)c2c(NC(=O)c3ccccc3F)sc3c2CCC(C)C3)c1 (stereo unspecified)	-11
O=C(CC(c1ccccc1)N(C(=O)Nc1ccccc1Cl)c1ccccc1)C1CC1 (stereo unspecified)	-21
Cc1ccc(-c2ccc(CCC(=O)O)n2-c2cc(C)ccc2C)cc1	1
CC(C)Cc1cc(C(=O)Nc2ccc3c(c2)OCO3)no1	1
CCC(Sc1nc(C)cc(C)n1)C(=O)Nc1ccccc1C#N (stereo unspecified)	-2
CCCN1CCC(N2CCN(c3ccccc3OC)CC2)CC1	0
COC(=O)c1ccc2c(c1)S(=O)(=O)NC(=NCCCN1CCOCC1)S2	-2
N#CC1=C(N)N(c2ccccc2)C2=C(C(=O)CCC2)C1c1cccs1 (stereo unspecified)	-131
Cc1ncc(CO)c2cc(S(=O)(=O)c3ccc(F)cc3)c(=O)oc12	-2
Cc1ccc(CNC(=O)CCNS(=O)(=O)c2ccc(Br)s2)cc1	-2
CCCN1C(=O)C2C(C(=O)Nc3ccc(OC)cc3)C3C=CC2(O3)C1C(=O)NC1CCCC(C)C1C (stereo unspecified)	1
COC(=O)c1ccc(C(=O)Nc2ccc(N)cc2N)cc1	3&-59
COCCNc1nc(-n2nc(C)cc2C)nc2sc3c(c12)CCCC3	0
COc1ccc(Nc2cc(C)c3ccccc3n2)cc1Cl	-18
CC1=C(C(=O)OC2CCCC2)C(c2ccc([N+](=O)[O-])cc2)C2=C(CC(C)(C)CC2=O)N1 (stereo unspecified)	7
O=C(NCCCN1CCOCC1)C1CCC(CNc2nc(=S)[nH]c3ccccc23)CC1 (stereo unspecified)	-6
COc1ccc(C2CC(=O)C3=C(C2)Nc2ccccc2N(C(=O)C2CC2)C3c2cccc(F)c2)cc1 (stereo unspecified)	-3

Continuation:
canonical_smiles	14-3-3g Raf
CCOC(=O)N1CCC(N2CC34C=CC(O3)C(C(=O)Nc3ccc(F)cc3)C4C2=O)CC1 (stereo unspecified)	3
CC12CCC(C(=O)NCCCN3CCOCC3)(OC1=O)C2(C)C (stereo unspecified)	2
COc1cc2c(cc1OC)C(C)N(C(=O)CCN1C(=O)C3C4C=CC(C4)C3C1=O)CC2 (stereo unspecified)	-10
COc1ccccc1C1NC(=O)CS1 (stereo unspecified)	-6
COc1ccccc1N1CCN(S(=O)(=O)c2ccccc2)CC1	0
Cc1ccc(S(=O)(=O)Nc2cc3c4c(oc3c3ccccc23)CCC(C)C4)cc1[N+](=O)[O-] (stereo unspecified)	-25
CC1(C)CC(=O)C(C2c3ccccc3Oc3ccccc32)=C(O)C1	-10
COc1cccc(-n2nnc3c(=O)n(Cc4ccccc4F)cnc32)c1	0

Ordered by value in 14-3-3g Raf (rising): some entries from above.
canonical_smiles	14-3-3g Raf
Cc1ccc(S(=O)(=O)Nc2cc3c4c(oc3c3ccccc23)CCC(C)C4)cc1[N+](=O)[O-] (stereo unspecified)	-25
COc1cc2c(cc1OC)C(C)N(C(=O)CCN1C(=O)C3C4C=CC(C4)C3C1=O)CC2 (stereo unspecified)	-10
COc1ccccc1C1NC(=O)CS1 (stereo unspecified)	-6
COc1cccc(-n2nnc3c(=O)n(Cc4ccccc4F)cnc32)c1	0
CC12CCC(C(=O)NCCCN3CCOCC3)(OC1=O)C2(C)C (stereo unspecified)	2
CCOC(=O)N1CCC(N2CC34C=CC(O3)C(C(=O)Nc3ccc(F)cc3)C4C2=O)CC1 (stereo unspecified)	3

The listing continues:
canonical_smiles	14-3-3g Raf
CC(C)c1nc(SCc2nc3ccccc3c(=O)n2-c2ccccc2)c2ccccc2n1	-5
CC1(C)OC(=O)CC1C(=O)N1CCOCC1 (stereo unspecified)	1
O=C(Cn1c(=O)[nH]c2ccccc2c1=O)N1CCN(c2cccc(Cl)c2)CC1	-1
O=C(CCN1C(=O)C2C3C=CC(C3)C2C1=O)Nc1ccccc1F (stereo unspecified)	-8
COc1cccc(NC(=O)CN2CCN(S(=O)(=O)c3ccc(Br)cc3)CC2)c1	5
CCC(C)n1c(=S)[nH]c2ccccc21 (stereo unspecified)	-6
CCCS(=O)(=O)c1c(S(=O)(=O)CCC)c2c(C)cc(C)cn2c1C(=O)c1ccccc1	-10
O=C(CSc1nnc(Cn2nnc3ccccc32)o1)N(Cc1ccc(F)cc1)c1ccccc1	1
O=C(CSc1nc2c(sc(=S)n2Cc2ccco2)c(=O)n1-c1ccccc1)N1CCCc2ccccc21	-34
C=CCN1C(=S)NC(C)(C)C=C1C	-12
O=C(CSc1nc2ccccc2c(=O)n1-c1ccccc1)c1cccs1	1
Cc1cc(N2CCC(C)CC2)nc2ccc(NC(=O)c3ccc(Cl)c([N+](=O)[O-])c3)cc12	-11
C=COCCNC(=O)C(=O)Nc1cccc(C)c1C	10
Nc1nncn1C(=O)CCCOc1ccc(Cl)cc1Cl	-3
CCOc1ccc(NC(=O)Cn2cnc3ccc(S(=O)(=O)N4CCC(C)CC4)cc3c2=O)cc1	-4
O=C(CC1SC(=Nc2ccccc2)N(Cc2ccccc2)C1=O)Nc1ccccc1[N+](=O)[O-] (stereo unspecified)	5
COC(=O)C1=C(C)NC2=C(C(=O)CC(c3ccc(OC)cc3)C2)C1c1ccc(OC)cc1OC (stereo unspecified)	4
CCOC(=O)c1ccc2ncc(C(=O)OCC)c(Nc3cccc(C)c3C)c2c1	1
CC(=O)c1c(C)[nH]c(C(=O)NCc2ccccc2Cl)c1C	-18
CCC(C)NC(=O)CS(=O)Cc1nc(-c2cccc(OC)c2)oc1C (stereo unspecified)	1
COC(=O)c1ccccc1-n1c(=O)c2ccccc2c2ccccc2c1=O	6
CCCCN(CC)c1nc(-c2ccc([N+](=O)[O-])cc2)nc2ccccc12	1
Cc1cc(C(=O)N2CCN(C(c3ccccc3)c3ccccc3)CC2)no1	-6
CC(=O)N(Cc1cc(=O)[nH]c2ccccc12)c1cccc(C)c1	-4
Cc1cccc(NC(=O)C(NS(=O)(=O)c2cccs2)c2ccccc2)c1C (stereo unspecified)	-7
Cc1c(C)n(CC(O)CNCCCO)c2ccccc12 (stereo unspecified)	8
Cc1ccccc1-c1cc(C(=O)NCc2ccc(Cl)cc2)c2ccccc2n1	-34
Fc1ccc(C(c2nnnn2Cc2cccs2)N2CCN(C3CCCC3)CC2)cc1 (stereo unspecified)	-3
O=C(CSc1nc2c(sc(=S)n2Cc2ccco2)c(=O)n1-c1ccccc1)c1ccccc1	-33
O=C(O)c1cc(-c2ccccc2)nc2ccccc12	6&-7&-3
COC(=O)c1cc(NC(=O)c2ccccc2Br)cc(C(=O)OC)c1	-2

Not all compounds are listed (hit frequency here may not be typical).
